KLF5 inh – inhibitors of KLF5 expression; inhibition, % at 5 µM; AID 1700; DLD-1 KLF5 promoter-luciferase reporter, luminescence; 0.23% of 290,000 active;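 active = inhibition above a per-plate limit of that plate's mean compound inhibition plus 3 SD, cut at about 60% in these data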;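 note: 0% = DMSO wells and 100% = LY294002 at 200 µM; higher means less KLF5 promoter-driven luciferase light; inactives centre near -14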
HSF1 inhib – HSF1 inhibition. NIH3T3-HGL HSE-luciferase, MG132-induced, luminescence 8 h; active compounds read low. activity change, negative = inhibition, % at 7.5 µM (by protocol). 0.77% of 300,000 active;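 active = more than half of replicate wells show activity change below -50%, luminescence cut by over half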;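 note: luciferase reports HSF-1 transcriptional activity via heat shock element; 0% = median of DMSO wells and -100% = zero luminescence signal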
AI-2 QS mod – Vibrio harveyi AI-2 quorum sensing modulation | activity change, % at 7.5 µM | Vibrio harveyi JMH597 AI-2 luminescence/OD600 ratio, 9 h; active compounds read low; strain lacks LuxN and CqsS sensors; 0 = neutral-control median | 0.4% of 300,000 active; in the data active = activity change below about -75%, passing the limit was not always enough;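 note: luminescence divided by OD600 gain over 9 h not by final OD600 alone; inactives centre near 13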
GSK3B inh – human GSK3beta kinase inhibition | activity score (negative = inhibition), % at 10 µM | P49841 | GST-GSK3beta kinase, ADP-Glo luminescence, 60 min; active compounds read low | 0.038% of 300,000 active;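 active = more than half of replicate wells score below -50%, meaning over 50% inhibition versus plate controls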;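 note: 0% = median DMSO wells and -100% = median GW8510 positive control wells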
Target sequence (P49841 whole entry, looked up): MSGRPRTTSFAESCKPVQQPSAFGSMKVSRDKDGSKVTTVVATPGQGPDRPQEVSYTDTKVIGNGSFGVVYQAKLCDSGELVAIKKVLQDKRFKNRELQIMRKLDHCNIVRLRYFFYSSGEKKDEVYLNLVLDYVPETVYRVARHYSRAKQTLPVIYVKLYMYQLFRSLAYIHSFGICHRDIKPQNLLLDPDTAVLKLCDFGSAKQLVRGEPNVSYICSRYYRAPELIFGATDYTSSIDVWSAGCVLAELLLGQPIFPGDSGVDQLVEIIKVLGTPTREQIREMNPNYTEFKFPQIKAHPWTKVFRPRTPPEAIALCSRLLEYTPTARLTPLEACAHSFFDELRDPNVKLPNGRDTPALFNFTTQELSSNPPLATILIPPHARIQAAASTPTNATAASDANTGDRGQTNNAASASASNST
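Assay system: GST-tagged human GSK3beta kinase, cell-free; Input: 1.6 ng GSK3beta; Medium: Tris/MgCl2 kinase buffer; Timing: 60 min enzyme reaction, room temperature; Signal: ADP-Glo luminescence quantifying ADP generated by kinase; Evaluation: score relative to plate controls; Benchmarks: DMSO neutral wells and GW8510 at 20 µM as positive.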
PolyA inhibitor – yeast polyadenylation inhibition | S. cerevisiae SKY197-pL101 polyadenylation reporter, beta-gal luminescence; efflux-impaired pdr1/pdr3 knockout yeast; score 100 = 6 SD above DMSO | calls only at 12 µM | 0.02% of 300,000 active;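 active = lowest replicate activity score at least 50, where 100 means six control SD above control mean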;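 note: yeast exposed to compound for 9 h at 30 °C; higher score means more reporter readthrough which indicates perturbed polyadenylation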
HSF1 activator – increases HSF-1 driven luciferase reporter signal | NIH3T3-HGL HSF-1 luciferase reporter, MG132, 8 h; 100% = twice DMSO control signal | activation, % at 9 µM | 1.7% of 300,000 active;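 active = mean replicate activation of at least 50% with a set share of replicates each reaching 50%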;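 note: 0% = median of the neutral control wells and 100% = twice that signal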
GSK3 alpha inh – inhibitors of human GSK-3 alpha kinase. P49840. ADP-Glo luminescence, 60 min. inhibition, % at 10 µM. 0.1% of 320,000 active. AID 2650;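 in the data active = inhibition above about 50%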;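 note: GST-tagged GSK-3 alpha with peptide substrate and 25 µM ATP; 0% = DMSO neutral wells and 100% = GW8510 positive control wells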
Target sequence (P49840 whole entry, looked up): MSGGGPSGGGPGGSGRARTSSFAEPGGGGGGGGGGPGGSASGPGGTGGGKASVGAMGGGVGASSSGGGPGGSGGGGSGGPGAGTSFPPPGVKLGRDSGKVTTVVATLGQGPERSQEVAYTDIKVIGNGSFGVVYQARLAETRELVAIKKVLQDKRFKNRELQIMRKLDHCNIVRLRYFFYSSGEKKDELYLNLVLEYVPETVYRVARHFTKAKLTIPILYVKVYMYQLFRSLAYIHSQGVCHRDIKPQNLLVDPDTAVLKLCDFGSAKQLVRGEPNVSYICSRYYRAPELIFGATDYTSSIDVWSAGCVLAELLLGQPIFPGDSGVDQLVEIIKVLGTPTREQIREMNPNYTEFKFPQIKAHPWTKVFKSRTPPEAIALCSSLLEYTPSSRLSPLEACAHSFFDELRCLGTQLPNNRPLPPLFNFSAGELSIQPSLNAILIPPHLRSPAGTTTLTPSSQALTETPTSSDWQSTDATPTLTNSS
IEC-6 tox – IEC-6 cytotoxicity, counter-screen for KLF5 inhibitors; 0.78% of 290,000 active; AID 1825; luminescence viability; inhibition, % at 5 µM; in the data active = inhibition above about 22%;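 note: 0% = plate median of test compound wells and 100% = cytotoxic reference compound wells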
HSP90 inh – blocks HSP90-mediated luciferase refolding in reticulocyte lysate | Rabbit reticulocyte lysate, luciferase refolding luminescence, 3 h | inhibition, % at 5.6 µM | 0.91% of 290,000 active | AID 1789;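 active = inhibition above the screen-wide mean plus 3 SD, computed separately per campaign, cut at about 16% in these data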;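 note: 0% = DMSO wells and 100% = 60 µM geldanamycin wells; inhibitors lower the luminescence because luciferase stays unfolded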
aSyn 5UTR inh – 5' untranslated region of α-synuclein, MLPCN primary screen. alpha-synuclein 5'UTR reporter, inhibitor activity. 0.82% of 300,000 active. inhibition, % (tested at 7.5 µM); in the data active = inhibition above about 60%;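 note: H4 neuroglioblastoma cells stably carrying SNCA 5'UTR luciferase fusion; 0% = DMSO wells and 100% = positive control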
Numbers without * were called inactive; i = inactive; . = not tested or not shown. An excerpt; the hit share may differ from the screen's.

Values run as follows: HSF1 inhib, GSK3B inh, GSK3 alpha inh, AI-2 QS mod, aSyn 5UTR inh, KLF5 inh, HSP90 inh, IEC-6 tox, HSF1 activator, PolyA inhibitor
CC(C)COc1ccc(/C=C2/Sc3ccccc3C2=O)cc1
    -2.9, -0.8, 0.5, 9.2, -59.0, -4.2, -1.8, 4.4, 0.5, i
Fc1ccc(COc2ccc3ccccc3c2CNc2nn[nH]n2)cc1
    4.8, -1.7, 1.0, -5.6, -9.6, 20.8, 3.5, 3.6, -7.2, i
CCC(=O)Nc1nnc(SCC(=O)NC2CCCC2)s1
    -3.2, -3.4, 0.5, 23.8, -0.7, -11.9, 1.8, -2.1, -9.5, i
Cc1cc(C)n(-c2nc3ccccc3c(=O)n2OCC#N)n1
    0.1, -6.4, -1.3, -10.8, 13.9, 42.6, 3.8, 85.5*, 8.8, i
N#CC1(NC(=O)CN2CCc3ccccc3C2)CCCC1
    ., 6.4, -2.0, 14.9, ., 18.1, 1.4, 5.7, ., .
COc1ccccc1N1CCN(/N=C/c2cccc(O)c2)CC1
    -11.2, -2.4, 1.9, 14.0, -111.5, -29.5, -3.8, 1.5, 8.0, i
CCCc1ccc(OCC(O)CN2CCN(c3ccccn3)CC2)cc1 (stereo unspecified)
    4.6, -1.6, 0.2, 10.2, -6.1, -43.2, -1.4, 0.7, 9.3, i
CCNC(=S)N1CCC(n2cnc3ccccc32)CC1
    -0.3, -3.1, -3.4, -1.1, 10.4, -21.6, -0.5, 1.5, -5.8, i
Cc1ccc(S(=O)(=O)N2CCN=C2SC(C)c2ccccc2)cc1 (stereo unspecified)
    2.2, -19.1, 1.9, 13.6, 7.3, -20.4, 3.8, -0.7, 0.7, i
N#Cc1nc(COc2cccc(Cl)c2)oc1NCc1ccncc1
    19.6, 0.0, 0.8, 2.1, -40.2, -32.0, 6.1, 4.1, 38.9, i
O=C1CC(C(=O)Nc2ccc(Cl)cc2)S/C(=N\N=C\c2ccco2)N1 (stereo unspecified)
    4.2, -3.0, -2.3, 11.6, 22.5, -27.5, 5.0, 3.5, -2.0, i
COc1cccc(NC(=S)NNC(=O)c2ccccc2OC(F)F)c1
    3.9, -0.3, -6.0, 39.5, -38.9, 2.2, 1.7, 6.1, 24.3, i
CCO[C@H]1OC(C(=O)N2CCN(Cc3ccccc3)CC2)=C[C@@H](c2ccc(C(F)(F)F)cc2)[C@@H]1CCCO
    -0.9, -1.0, -1.4, 11.5, -2.7, 13.2, 5.7, 2.0, -12.1, i
CCc1nnc(NC(=O)c2cc3ccccc3oc2=O)s1
    -1.6, -2.2, -2.6, 19.9, -34.0, -33.8, -2.1, -0.2, 18.1, i
COc1ccc(C(C(=O)NC2CCCC2)N(C(=O)c2snc(-c3ccc(F)cc3)c2N)c2cccc(F)c2)cc1 (stereo unspecified)
    3.5, 1.2, 4.3, 12.7, 7.2, -28.5, -0.9, -5.6, 13.6, i
COc1ccc(C(CCN(Cc2ccc(OC)c(OC)c2)C(C)=O)c2ccccc2)cc1 (stereo unspecified)
    3.1, -1.6, 1.5, 25.8, 25.3, 8.5, 4.6, 8.5, -3.7, i
Cc1ccc(C(=O)c2coc3c2C(=O)C(=O)c2ccccc2-3)cc1
    7.1, -7.0, -3.3, -3.2, -90.1, -35.4, 4.7, -1.1, 21.5, i
COc1cccc(CNc2cc(CSc3ccc(Cl)cc3)nc(C)n2)c1
    27.2, 0.1, -1.9, 44.9, 1.6, -1.9, 3.4, -0.5, 39.9, i
CCN(CC)C(=O)c1[nH]cnc1C(=O)N[C@@H](Cc1ccccc1)C(=O)OCc1ccccc1
    1.8, 1.8, -2.8, 13.0, -6.9, -4.8, 7.7, -2.3, 5.9, i
Cc1cccc(C)c1NC(=O)CNC(=O)c1ccc2nc[nH]c2c1
    -3.9, 7.3, 1.6, -2.7, 9.1, ., ., ., -3.2, i
Cc1ccc(S(=O)(=O)N2CCCC2C(=O)NCc2ccccc2Cl)cc1 (stereo unspecified)
    -2.2, 0.3, 18.1, 12.9, 8.6, -12.1, -2.0, -6.3, 7.7, i
O=C1NCC(O)=C1C=Nc1ccccc1O
    -2.7, 2.2, 0.4, 28.3, -30.3, -16.4, 2.0, 0.0, 6.3, i
CC(C)CC(=O)Nc1ccnn1C1CCN(C(=O)c2ccc(F)cc2Cl)CC1
    -4.9, 2.7, 0.2, 19.2, -12.4, -26.7, -4.5, 1.7, 7.7, i
Cc1cccc(NC(=O)CSc2nc3ccc(NC(=O)CSc4nnnn4-c4ccccc4)cc3s2)c1C
    ., ., -1.4, ., ., -29.5, 54.8*, 3.4, ., .
CCC(C)[C@H](NC(=O)NCc1ccco1)C(=O)O (stereo partly specified)
    -4.3, -0.1, -0.6, 12.0, -18.2, -21.4, -5.3, -4.3, 3.2, i
S=C(NCC1CCCO1)Nc1ccc(Cl)cc1 (stereo unspecified)
    3.5, -4.7, 0.1, -10.5, -72.2, -9.9, 1.7, -11.6, -3.5, i
CC(NCCN(C)C)C(=O)C12CC3CC(CC(C3)C1)C2 (stereo unspecified)
    -0.1, 2.3, -1.9, 28.8, 12.3, 6.6, 2.2, -5.2, 0.5, i
Cc1ccc(NC(=O)/C(C#N)=C/c2ccsc2)c(C)c1
    29.9, 12.7, -1.9, 18.0, -33.6, -55.5, -3.5, 1.1, 45.6, .
O=C(/C=C/c1ccco1)OCc1nnc(-c2ccccc2)o1
    -5.1, 1.0, -0.4, 16.8, -19.8, -33.2, -0.2, 0.0, 1.1, i
CCOc1c(Cl)cc(C(=O)Nc2cccc(C(=O)O)c2)cc1Cl
    18.3, 3.0, -1.6, 60.0, -80.1, -184.5, 30.2*, 3.5, 41.5, i
O=S(=O)(c1ccc(Cl)cc1)N1CCC2(CC1)OCCO2
    -6.2, 0.4, -1.4, 17.0, -11.0, -1.3, 5.0, 7.8, -10.8, i
COc1cc(NS(=O)(=O)c2ccc(NC(=O)/C=C/c3cccc([N+](=O)[O-])c3)cc2)ncn1
    -2.3, 1.1, 3.9, 6.6, 15.2, -4.6, -3.2, 7.4, 12.5, i
COc1cc(-c2nc3c(c(C)nn3-c3ccccc3)c3cc(OC)c(OC)cc23)ccc1O
    2.0, -1.0, 1.7, 1.3, 15.9, 19.3, -1.8, -1.3, 9.0, i
Cc1ccccc1NC(=O)c1ccccc1NS(=O)(=O)c1cccc2cccnc12
    -4.8, -6.2, -0.1, 11.0, -23.1, -7.8, -2.0, -2.7, -9.9, i
CC(=O)Cn1ncc(N2CCOCC2)cc1=O
    -1.2, -2.2, -1.6, 28.3, 13.0, 1.0, -4.5, -3.7, -7.5, i
Cc1ccc2nc3c(cc2c1)c(NC(=O)c1cccnc1)nn3C
    -9.7, -2.0, -1.4, 28.7, 1.1, -12.2, 5.3, 5.6, -2.9, i
CC1(C)CC(=O)c2c(O)cc(OCc3ccc([N+](=O)[O-])cc3)cc2O1
    57.7, 2.0, -7.0, 5.2, -150.5, 7.7, -3.3, -6.3, 94.6*, i
CCn1c(=O)n(CC)c2cc(N3CCCC3)c(NC(=O)c3ccccc3F)cc21
    4.4, 3.4, -0.4, 12.4, 20.7, -68.8, -7.8, 0.4, 7.2, i
S=C(NCCC1=CCCCC1)Nc1ccc(Cl)cc1
    17.1, 0.9, -0.7, 17.4, -109.6, -48.1, -0.9, -4.4, 12.5, i
Cn1nnnc1SCC(=O)Nc1ccccc1C(=O)NC1CC1
    -0.3, 0.4, -2.2, 14.0, -22.5, -13.0, -2.4, -4.4, -13.2, i
COc1ccc(/C=C/C(=O)Nc2cccnc2)cc1OC
    ., -4.7, 0.9, 11.7, -72.4, -33.4, -0.4, -0.3, ., i
COc1ccc(C2=NN(C(=O)CSc3ncccn3)C(c3ccc(C)cc3)C2)cc1 (stereo unspecified)
    0.3, 2.6, -1.0, 15.7, 17.7, 0.8, 3.1, 1.9, 3.9, i
CCCNc1nc(C)c(C(C)=O)cc1C#N
    -9.8, 0.8, -0.4, 7.0, 13.4, -45.4, 1.6, -3.7, 10.7, i
Cc1ccccc1OCC(=O)NCCS(=O)(=O)N1CCN(c2ccc(F)cc2)CC1
    0.1, -0.2, 1.0, 5.1, -12.6, ., ., ., 4.1, i
O=C(Nc1ccc(CN2CCOCC2)cc1)c1cccc(-c2cc3ccccc3oc2=O)c1
    0.7, 1.7, -1.5, 23.4, 17.8, -19.3, 0.2, -2.5, 11.9, i
CC(C)CCN1C(=O)c2ccc(C(=O)OCC(=O)N(C)C3CCS(=O)(=O)C3)cc2C1=O (stereo unspecified)
    -5.3, 3.0, -2.1, 18.7, 7.4, ., ., ., 3.5, i
COc1ccc(NS(=O)(=O)c2ccc(C)c(C(=O)NC3CCN(Cc4ccccc4)CC3)c2)cc1
    -6.2, -6.2, 0.9, 27.8, -13.6, -17.9, -3.2, -0.4, -5.0, i
COc1ccccc1-c1ccc2nnc(SC)n2n1
    1.7, 3.0, 2.9, 13.9, 17.2, -19.4, -5.7, 4.4, -5.3, i
COCCn1c(SCC(=O)Nc2nnc(C)s2)nnc1-c1ccco1
    -7.2, 4.5, -1.8, 12.6, 2.6, -10.2, 5.5, 2.9, -9.4, i
CCOCCn1c(C(C)O)nc2ccccc21 (stereo unspecified)
    -12.4, 4.0, -1.4, 9.2, 19.0, -16.7, -2.9, -1.0, 3.8, i
CC1CCCCN1S(=O)(=O)c1ccc(C(=O)Nc2nnc(-c3ccccc3Cl)o2)cc1 (stereo unspecified)
    -8.2, 0.6, -0.7, 30.6, 48.3, -19.0, 1.1, 0.2, -7.2, i
O=C(N[C@@H](Cc1ccccc1)C(=O)NC1CC1)c1ccc(Cl)cc1
    4.2, -2.7, -0.2, 14.3, -4.4, -43.8, -0.9, -1.9, -6.6, i
Cc1ccc(S(=O)(=O)N2CCCC2C(=O)NCCc2nc3ccccc3[nH]2)cc1 (stereo unspecified)
    2.2, 2.5, 0.0, 23.7, -12.4, -34.9, -0.2, 0.2, 31.2, i
CCOC(=O)c1sc(NCc2ccco2)c(-c2nc3ccccc3s2)c1N
    -14.1, -4.9, 2.3, 17.9, -53.5, -37.9, -1.5, -2.7, -16.9, i
O=C(NC(=S)Nc1ccc(S(=O)(=O)N2CCCC2)cc1)C1CCC1
    -8.3, -0.9, 0.6, -26.7, 15.5, 11.6, -3.5, -4.4, -6.5, i
Cc1coc2c(C)c3oc(=O)c(CCC(=O)NCCCN4CCOCC4)c(C)c3cc12
    0.2, 0.4, 0.2, 6.0, 7.1, -10.3, -5.4, -4.1, 2.9, i
O=C(c1cccc(S(=O)(=O)Nc2ccc(Br)cc2)c1)N1CCC1
    -1.6, 1.2, -3.3, 22.8, -2.5, -1.6, -2.0, -4.5, 0.1, i
COc1cccc(C(=O)Nc2ccc(NC(C)=O)cc2)c1
    3.9, -0.1, 1.2, 11.8, -61.2, -35.8, -1.9, -2.2, -8.4, i
